# GDH-TPI counter: inhibits GDH-TPI coupling enzymes, artifact for Mtb FBA screen; GDH-TPI coupled enzyme counterscreen, NADH absorbance; inhibition, % at 4.8 µM; 1.2% of 360,000 active; AID 588335; in the data active = inhibition above about 30%;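 also: 0% = DMSO wells and 100% = wells lacking the enzyme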
# FadD28 binding: M. tuberculosis FadD28 bisubstrate binding inhibition | inhibition, % at 12.5 µM | FadD28 bisubstrate probe binding, fluorescence polarization | 0.22% of 360,000 active; in the data active = inhibition above about 8.5%, passing the limit was not always enough; inconclusive = no clear call, values can overlap the other calls
# Mtb BioA inh: blocks M. tuberculosis BioA enzyme activity. 0.096% of 360,000 active. purified M. tuberculosis BioA enzyme, plate reader. inhibition, % at 9.99 µM; in the data active = inhibition above about 40%; inconclusive = no clear call, values can overlap the other calls
# Yp Topo-I inh: inhibitors of Yersinia pestis topoisomerase I; Y. pestis Topo-I cleavage product accumulation, plate reader; activity, % at 10 µM; 0.064% of 360,000 active; in the data active = activity above about 50%, passing the limit was not always enough; inconclusive = no clear call, values can overlap the other calls; also: inactives centre near 2
# BH1578 lux ind: quorum light induction in luxS cqsA deficient V. cholerae; AID 588436; activation, % at 18.7 µM; 0.16% of 350,000 active; V. cholerae BH1578 lux reporter, luminescence, 6 h; in the data active = activation mostly above about 9.7%, no sharp cut-off; inconclusive = no clear call, values can overlap the other calls; inactive = mostly below about 3.7%; also: not every result past the cut was called active; inactives centre near 0; reference of the scale not given here
# Mtb FBA inh: Mtb fructose-bisphosphate aldolase inhibition; P9WQA3; purified M. tuberculosis FBA, fluorescence read-out; inhibition, % at 1 µM; 2.3% of 360,000 active; AID 588726; in the data active = inhibition above about 27%;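 also: 0% = vehicle and 100% = reference inhibitor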
# TcdB GH inh: TcdB glycohydrolase inhibition; P18177; TcdB glycohydrolase enzymatic assay, plate reader; inhibition, % at 9.99 µM; 0.24% of 350,000 active; AID 652162; in the data active = inhibition above about 10%
# PfHsp40 rescue: restores yeast growth despite PfHsp40 toxicity. growth rescue, % at 12.5 µM. 0.68% of 340,000 active. S. cerevisiae expressing PfHsp40, growth rescue, ATP luminescence; in the data active = growth rescue above about 28%, passing the limit was not always enough; inconclusive = no clear call, values can overlap the other calls;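 also: yeast W303a lacking pdr1 and pdr3 grown in galactose medium; growth measured after three days at 30 °C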
# Mtb UGM inh: blocks M. tuberculosis UGM enzyme | purified UGM, fluorescence polarization probe displacement | inhibition, % at 10 µM | P9WIQ1 | 0.06% of 320,000 active; in the data active = inhibition above about 10%, passing the limit was not always enough; inconclusive = no clear call, values can overlap the other calls
# The depositor's hits bear a star; i = inactive; ? = inconclusive; · = not tested or not shown; + = active, no number.
SMILES,GDH-TPI counter,FadD28 binding,Mtb BioA inh,Yp Topo-I inh,BH1578 lux ind,Mtb FBA inh,TcdB GH inh,PfHsp40 rescue,Mtb UGM inh
CC(=O)Oc1c(C(=O)c2nnc(C)o2)c(=O)n(Cc2ccccc2)c2ccccc12,4,-3.0,0.8,8,0.4,9,1.7,0.8,6.9
CCC(C)(C)NC(=O)C1CC(=O)N(CCc2ccc(F)cc2)C1 (configuration not stated),10,-1.5,5.3,-4,0.4,2,1.3,0.2,-0.7
CC(=O)OC1(c2ccccc2)CC(C(C)(C)C)CN(C(C)(C)C)C1 (configuration not stated),-1,-2.1,·,-1,-0.2,-1,·,1.4,-0.9
CCC(C)NS(=O)(=O)c1ccc(NC(=O)Cc2ccc(OC)cc2)cc1 (configuration not stated),-3,-0.4,-1.3,-6,-0.5,6,1.2,0.3,3.7
Cc1c(C(=O)Nc2ccc(S(=O)(=O)Nc3ncccn3)cc2)oc2ccc(Cl)cc12,18,-1.0,-3.1,-8,i,4,0.6,0.7,1.7
CCOC(=O)C1C(=O)NC(C(=O)OCC)(C(=O)OCC)C1C(C)CC (configuration not stated),-11,-3.0,0.6,-2,i,-4,2.3,-0.5,·
CCOC(=O)C1=C(C)NC(C)=C(C(=O)OCC)C1c1ccco1,13,-0.7,-0.5,-7,-0.9,0,0.3,-0.6,-1.4
O=C(COc1ccccc1F)NNC(=O)c1ccc2c(=O)n3c(nc2c1)CCC3,6,-1.2,-0.1,-4,-1.4,0,1.5,-1.3,·
CCOC(=O)C1=C(C)N(C)C(C)=C(C(=O)OCC)C1c1cccnc1,3,-0.2,3.7,3,0.5,3,·,-0.8,-1.4
CCn1c(O)c(N=NC(=O)Cc2csc(N3CCOCC3)n2)c2ccccc21,17,0.6,·,8,0.1,-2,1.1,0.3,-0.6
O=C(Nc1ccc(Cl)cn1)c1ccc(COCC(F)(F)C(F)F)o1,2,-0.6,1.3,7,-0.1,1,·,-0.9,-1.8
CCOc1ccccc1N1CC(C(=O)Nc2ccccc2N2CCOCC2)CC1=O (configuration not stated),1,-0.6,3.0,-8,2.9,-3,·,-0.6,1.3
CCN1CCC2(CC1)N=C(c1ccc(F)cc1)C(=S)N2C(=O)c1ccc(C(C)(C)C)cc1,14,-3.4,·,-2,-0.4,0,-2.0,-3.1,-0.6
CC1CCN(S(=O)(=O)N2CCCC(C(=O)NCc3ccccc3Cl)C2)CC1 (configuration not stated),-2,-2.3,0.7,25,0.6,-2,1.6,-1.0,1.6
CC(C)C(NC(=O)c1ccc(C(C)(C)C)cc1)C(=O)NCC(c1ccccc1)N(C)C (configuration not stated),6,-1.6,·,6,-2.3,-1,1.9,0.2,-0.8
COCCCN1CC23C=CC(O2)C(C(=O)O)C3C1=O (configuration not stated),2,-1.9,-0.1,-9,-0.3,2,0.3,-1.4,-0.5
CN(C)S(=O)(=O)c1cccc(C(=O)NC(=S)N(CCC#N)Cc2cccnc2)c1,0,-1.9,·,10,-0.4,-1,-0.3,-0.1,-0.5
CC(=O)COc1ccc2c3c(c(=O)oc2c1C)CCCCC3,16,0.0,0.6,-5,i,115*,·,-3.0,2.4
Cc1ccc(C2CC(=O)C(C=NCCN3CCN(C(=S)Nc4ccccc4)CC3)=C(O)C2)cc1 (configuration not stated),-1,-1.0,0.6,22,-0.2,-4,-2.7,-0.9,-3.4
COc1ccc(N2CCN(C(=O)CN3C(=O)NC(C)(C4CC4)C3=O)CC2)cc1 (configuration not stated),2,-1.1,-1.0,6,-5.5,1,-4.0,0.6,2.3
CNC(=O)CSCCn1c(SCC(=O)NC)nc2ccccc2c1=O,5,-0.5,0.5,-1,i,0,·,-0.6,-1.9
O=C(CSc1nnc2c(n1)[nH]c1ccccc12)N1CCCCC1,13,-0.5,-1.1,-2,-0.2,2,0.3,0.2,-2.4
CCOCc1nc(C)c(Cl)c(NS(=O)(=O)c2ccc(N)cc2)n1,-1,0.1,-4.6,0,·,0,1.3,-1.7,-2.1
CCN(CC)S(=O)(=O)c1ccc(Cl)c(OC)c1,15,-2.7,-0.4,2,i,0,0.9,16,-0.6
Cc1ccc(S(=O)(=O)N2CCN(C(=O)C(Cc3ccccc3)NC(=O)c3ccccc3)CC2)cc1 (configuration not stated),0,-2.5,-0.1,31,i,-3,-0.1,-0.8,1.9
COc1ccc2[nH]c(C)cc(=O)c2c1,7,-3.2,1.5,-9,·,13,·,-1.4,-1.0
C[C@@H]1CC2C3CC=C4C[C@@H](O)CC[C@]4(C)C3CC[C@]2(C)[C@H]1O (some centres not stated),-16,-9.5,1.3,8,-0.8,-1,-0.1,-0.4,-1.0
COc1ccccc1CN1CC(C(=O)NC2CCOCC2)CCC1=O (configuration not stated),10,0.8,-0.3,5,i,3,1.3,1.5,-0.6
CC(C)(C)SCCNC(=O)c1ccc(Cl)c([N+](=O)[O-])c1,9,0.1,·,-2,-0.3,-2,·,?,-2.9
S=C(Nc1ccc2c(c1)OCO2)Nc1ccccc1Cl,0,-0.8,0.0,3,1.4,6,0.3,-0.9,0.1
CCOc1ccc(C(=O)NCC(=O)OCCCOC(=O)CNC(=O)c2ccc(OCC)cc2)cc1,-10,-4.2,-1.6,12,i,-1,1.5,0.6,-0.4
COc1c(C)cc(Br)cc1C(=O)NC(=S)NCc1ccco1,1,0.3,-2.5,21,1.5,-1,1.0,4.7,1.2
CC(C)c1cc(NCC2CCCO2)n2c(nc3ccccc32)c1C#N (configuration not stated),8,-4.4,2.3,15,i,+,·,1.0,0.3
Cc1cccnc1C(NC(=O)C1CCN(Cc2ccc(Oc3ccccc3)cc2)CC1)c1ccccc1 (configuration not stated),7,-1.7,-0.9,35,i,-4,·,·,·
Cc1cc(C)n2cc(COc3ccccc3)nc2n1,7,-0.3,·,-3,i,71*,1.0,-1.7,-0.8
CC(C)CCOc1ccc(C2CC(=O)N(C)C2=O)cc1 (configuration not stated),-2,-1.5,·,10,i,2,4.1,0.3,-1.4
N#C/C(=C\c1ccc(F)cc1)c1n[nH]c(Cn2cncn2)n1,20,-0.2,·,0,i,4,·,-0.3,-1.0
O=C(CN(Cc1ccccc1)C(=O)CCC(=O)Nc1nccs1)NCc1ccc(F)cc1,-16,-2.8,-1.3,3,-0.5,-4,1.5,-1.2,2.8
COC(=O)c1ccc(OCCOc2ccccc2C)cc1,-3,-0.6,0.8,16,-0.1,-1,-0.6,3.4,0.4
CCCCn1c(SCN2C(=O)c3ccccc3C2=O)nc2cc(S(N)(=O)=O)ccc21,-8,-4.9,0.2,23,·,0,·,-0.3,·

# Seven structures already listed, arranged by molecular weight, ascending.
SMILES,GDH-TPI counter,FadD28 binding,Mtb BioA inh,Yp Topo-I inh,BH1578 lux ind,Mtb FBA inh,TcdB GH inh,PfHsp40 rescue,Mtb UGM inh
CC(C)CCOc1ccc(C2CC(=O)N(C)C2=O)cc1 (configuration not stated),-2,-1.5,·,10,i,2,4.1,0.3,-1.4
C[C@@H]1CC2C3CC=C4C[C@@H](O)CC[C@]4(C)C3CC[C@]2(C)[C@H]1O (some centres not stated),-16,-9.5,1.3,8,-0.8,-1,-0.1,-0.4,-1.0
S=C(Nc1ccc2c(c1)OCO2)Nc1ccccc1Cl,0,-0.8,0.0,3,1.4,6,0.3,-0.9,0.1
CC(C)(C)SCCNC(=O)c1ccc(Cl)c([N+](=O)[O-])c1,9,0.1,·,-2,-0.3,-2,·,?,-2.9
CC(C)c1cc(NCC2CCCO2)n2c(nc3ccccc32)c1C#N (configuration not stated),8,-4.4,2.3,15,i,+,·,1.0,0.3
CCOCc1nc(C)c(Cl)c(NS(=O)(=O)c2ccc(N)cc2)n1,-1,0.1,-4.6,0,·,0,1.3,-1.7,-2.1
CCCCn1c(SCN2C(=O)c3ccccc3C2=O)nc2cc(S(N)(=O)=O)ccc21,-8,-4.9,0.2,23,·,0,·,-0.3,·

# Additional records follow.
SMILES,GDH-TPI counter,FadD28 binding,Mtb BioA inh,Yp Topo-I inh,BH1578 lux ind,Mtb FBA inh,TcdB GH inh,PfHsp40 rescue,Mtb UGM inh
Clc1ccc(/C=N/Nc2ncnc3nc[nH]c23)cc1,20,-5.5,1.7,0,-2.0,-2,1.8,-0.2,2.2
Cc1cc(S(=O)(=O)NCCCN2CCOCC2)c(Cl)cc1Cl,1,-0.2,·,-9,i,1,0.6,-0.9,-0.4
O=C(COc1cc2oc(=O)c3c(c2cc1Cl)CCC3)NCC(O)c1ccccc1 (configuration not stated),17,-3.2,3.0,5,i,0,1.0,-1.6,1.8
CCc1cc(C(=O)c2ccccc2OC)c(N)s1,18,-1.7,-0.6,-6,12,0,·,-0.2,4.5
CCCCC(CCC(=O)Nc1cc([N+](=O)[O-])ccc1O)C(=O)O (configuration not stated),-5,-2.2,·,2,i,-9,0.4,0.1,5.1
CSc1nc2ccccc2n1CC(=O)Nc1cc(C(F)(F)F)ccc1N1CCOCC1,-3,-2.7,·,7,i,2,·,0.6,0.7
COc1ccccc1N1C(=O)c2ccccc2NC1c1ccc(O)cc1 (configuration not stated),-7,-3.1,13,0,-1.4,42*,1.0,-0.8,1.4
C=CCn1c(O)c(N=NC(=O)c2ccccc2NS(=O)(=O)c2cccs2)c2ccccc21,10,-0.3,-1.8,8,i,-3,0.4,1.4,-0.1
CN(C)/C=C/C(=O)c1ccc(OCCN(C)c2ccccn2)cc1,24,-1.3,-0.4,-11,-1.2,3,-0.4,0.9,-0.3
COc1cccc(C(=O)C2CCCN(C/C=C/c3ccccc3OC)C2)c1 (configuration not stated),5,-2.0,2.2,12,-0.1,1,0.6,-0.3,0.1
Cc1cc2oc(C(=O)NCc3ccncc3)c(C)c2cc1C,1,-3.4,1.7,20,-0.2,11,0.8,-0.4,-0.7
CCN1CCN(S(=O)(=O)c2ccc(Cl)c(C(=O)N(C)CC(=O)Nc3c(C)cccc3C)c2)CC1,10,1.1,-4.7,-5,-0.7,2,0.8,-1.3,·
CC(C)(C)OC(=O)NCc1ccc(CNC(=O)c2nc[nH]c2C(=O)N2CCN(c3ccccc3)CC2)cc1,9,-0.5,0.4,34,1.6,0,1.2,-1.3,-3.3
Cc1ccccc1-n1c(C)nc2ccccc21,4,-2.1,-1.0,7,i,-5,·,-1.6,1.4
CC(=O)Nc1ccc(-c2ccnc3c2CC(C)(C(=O)NCCN(C)C)O3)cc1 (configuration not stated),7,0.3,-0.4,3,-0.4,10,1.2,·,·
CCC(=O)Nc1cccc(NC(=O)c2ccc(C)c([N+](=O)[O-])c2)c1,13,-0.8,·,0,-0.4,2,·,-0.2,0.6
Cc1ccccc1NS(=O)(=O)c1cc(C(N)=O)ccc1C,7,0.2,-0.9,1,i,1,·,-0.9,-0.3
CCC(C)(C)NC(=O)C(c1ccc(F)cc1)N(Cc1ccccc1)C(=O)c1cnccn1 (configuration not stated),-1,-3.9,·,-4,-0.2,-4,1.4,-1.6,-1.8
COc1ccc(C2CC(c3ccccc3)=NN2c2ccccc2)c(C(=O)O)c1OC (configuration not stated),5,-1.2,1.9,1,-0.3,197*,4.3,-0.2,0.8
CSc1nc(=S)c2[nH]c(=S)[nH]c2[nH]1,33*,-0.5,-1.2,-6,2.3,-2,2.4,-0.6,2.0
Cc1ccc(C)c(N2CCN(Cc3nnnn3C3CCCCC3)CC2)c1,12,-0.3,-1.3,19,0.5,0,·,4.6,-2.8
COc1ccc(CN(CC(=O)NC2CCCC2)C(=O)CN2C(=O)COc3ccccc32)cc1,2,-2.1,-0.7,7,i,2,1.6,-0.2,2.2

# Compound activity from PubChem BioAssay.

# Compounds as they come. About 4.6% of those tested had a hit in this group.
